Shn3 3UTR inh: reduces Shn3 3'UTR luciferase signal in osteoblasts; Clone20 osteoblast Shn3 3'UTR firefly luciferase, 24 h; inhibition, % at 12.5 µM; 0.52% of 360,000 active; AID 588674;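 active = mean inhibition of at least 75% with every replicate also reaching 75%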;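 also: 0% = median of neutral control wells and 100% = pilot-screen positive control compound; some compounds past the cut are filed as inactive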
NR2E3 ag-1: agonists of human nuclear receptor NR2E3 | AID 2300 | GST-NR2E3/biotin-RetCOR TR-FRET, 1536-well | Q9Y5X4 | inhibition of corepressor binding, % at 4.78 µM | 0.12% of 320,000 active;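 active = percent inhibition above the cutoff of mean plus 3 SD of all tested compounds, set per screening campaign, cut at about 20% in these data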;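 also: 0% = DMSO wells and 100% = biotin wells as full block of FRET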
Target sequence (Q9Y5X4 whole entry, looked up): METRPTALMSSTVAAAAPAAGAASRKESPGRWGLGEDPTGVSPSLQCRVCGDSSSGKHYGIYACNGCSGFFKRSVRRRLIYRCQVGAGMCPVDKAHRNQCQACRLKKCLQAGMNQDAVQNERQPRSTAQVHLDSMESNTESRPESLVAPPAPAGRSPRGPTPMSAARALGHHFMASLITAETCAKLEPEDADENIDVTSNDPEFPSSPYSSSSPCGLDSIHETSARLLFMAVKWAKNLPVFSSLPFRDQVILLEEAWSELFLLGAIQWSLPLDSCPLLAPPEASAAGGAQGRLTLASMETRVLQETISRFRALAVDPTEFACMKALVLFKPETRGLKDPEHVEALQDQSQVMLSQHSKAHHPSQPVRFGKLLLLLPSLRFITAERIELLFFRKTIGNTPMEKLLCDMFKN
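Material: NR2E3–RetCOR corepressor complex | Quantity: 1.35 nM GST-tagged NR2E3 final | Schedule: 5 h at 4 °C | Replication: Singlicate compound wells | Reagent: RetCOR corepressor, biotinylated, 7 nM | Controls: Biotin wells as high control, 0.6% DMSO wells as low control | Signal: TR-FRET, Eu(K)-anti-GST donor, streptavidin-D2 acceptor, ex 340, em 617/671 nm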
Peg3 prom inh: inhibitors of Peg3 promoter | HeLa PEG-Prom luciferase reporter, luminescence, overnight | inhibition, % at 20 µM | 1.7% of 360,000 active;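 active = inhibition of at least 50% at 20 µM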
NR2E3 ag-2: agonists of human NR2E3 nuclear receptor. CHO-S Gal4-NCOR/VP16-NR2E3 two-hybrid, luciferase. inhibition of corepressor binding, % at 3.98 µM. 0.35% of 360,000 active. AID 602229;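 active = inhibition above the mean of all tested compounds plus 3 SD, cut at about 70% in these data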;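 also: 0% = DMSO with NR2E3 transfected cells and 100% = cells lacking NR2E3 construct; higher means lower luciferase signal from less NR2E3 corepressor binding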
MITF TRPM1 inh: reduces MITF-dependent TRPM1 promoter luciferase signal | AID 488899 | inhibition, % at 12.5 µM | SK-MEL-5 TRPM1 promoter luciferase, 24 h | 0.83% of 330,000 active;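 active = mean inhibition across replicates of 60% or more, whatever share of single replicates reaches that level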; also: values of inactives mirror those of a sister screen read the other way
TROY signal inh: blocks TROY-dependent signaling in reporter cells; Q293 LMP1-TROYcd NF-kB luciferase reporter, 4 h; inhibition, % at 10 µM; 0.98% of 360,000 active; AID 1347056;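 active = compounds whose plate-normalised and pattern-corrected inhibition of the luciferase reporter signal at the single screening dose is 50% or more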
TRAIL sens C8: sensitizes caspase-8 expressing cells to TRAIL; inhibition (viability loss, TRAIL sensitization), % at 10 µM; 1% of 360,000 active; NB7+C8 cells + TRAIL, ATPlite viability luminescence;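 active = compounds causing at least 50% loss of cell viability in the single-dose screen, relative to plate controls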
CF NFkB block: blocks PAF-induced NF-kB reporter in cystic fibrosis cells | KKLEB NF-kB-GFP reporter, GFP fluorescence overnight | 0.86% of 360,000 active | inhibition, % at 5 µM;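 active = at least 50% inhibition at 5 µM, scaled per plate between neutral and stimulator controls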;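 also: PAF is a Pseudomonas aeruginosa culture filtrate used as stimulus; plate controls were PAF-stimulated DMSO wells for no effect and unstimulated DMSO wells for full effect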
TWEAK Fn14 block: inhibitors of TWEAK-Fn14 interaction signaling | TWEAK-stimulated Fn14 reporter cells, luciferase luminescence, 8 h | inhibition, % at 10 µM | 2% of 360,000 active; in the data active = inhibition above about 50%
HIF-2a block: HIF-2a inhibition; inhibition, % at 18.8 µM; 786-0 RCC cells HIF-2a reporter, luciferase luminescence, overnight; 0.72% of 360,000 active;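 active = inhibition of the luminescence signal of 40% or more relative to plate controls, in a single-dose primary screen at 18.75 µM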
KKLEB cytotox: reduces viability of KKLEB cystic fibrosis airway cells; KKLEB CF airway cells viability, ATPlite luminescence, overnight; hits give low values; cells stimulated with P. aeruginosa culture filtrate; activity change (cytotoxicity), % at 5 µM; 0.36% of 360,000 active;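 active = corrected activity change at or below -50% at 5 µM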
Starred values were filed as active, the others as inactive. Only part of the results is shown; the hit share may differ from the screen's.

Screening CCOC(=O)c1oc2nc3c(cc2c1N)CCCC3 returned Shn3 3UTR inh -36, NR2E3 ag-1 0, Peg3 prom inh -76, NR2E3 ag-2 -33, TROY signal inh 1, TRAIL sens C8 -1, CF NFkB block -2, TWEAK Fn14 block 5, HIF-2a block -9 and KKLEB cytotox 6.
`COC(=O)C1C(c2ccc(Br)cc2)Nc2nnc(C(F)(F)F)n2C1(C)O` (stereo not drawn) gave Shn3 3UTR inh 7, NR2E3 ag-1 1, Peg3 prom inh -9, NR2E3 ag-2 -5, MITF TRPM1 inh -1, TROY signal inh 5, TRAIL sens C8 19, CF NFkB block 31, TWEAK Fn14 block 19, HIF-2a block 14 and KKLEB cytotox -8.
Screening Clc1ccc2c(NCCNC3CCCCC3)ccnc2c1 returned Shn3 3UTR inh 45, Peg3 prom inh 84*, NR2E3 ag-2 18, MITF TRPM1 inh 95*, TROY signal inh -17, TRAIL sens C8 16, CF NFkB block 12, TWEAK Fn14 block -59, HIF-2a block -36 and KKLEB cytotox -17.
`CNS(=O)(=O)c1cnccc1N1CCN(c2cccc(C)c2)CC1` gave Shn3 3UTR inh -10, NR2E3 ag-1 2, Peg3 prom inh 12, NR2E3 ag-2 -16, MITF TRPM1 inh -3, TROY signal inh -16, TRAIL sens C8 -17, CF NFkB block 1, TWEAK Fn14 block -10, HIF-2a block 8 and KKLEB cytotox 1.
For CC(C)(CO)CNC(=O)c1ccc2nc(Cc3cccc(Cl)c3)oc2c1 the results were Shn3 3UTR inh -4, NR2E3 ag-1 -4, Peg3 prom inh 9, NR2E3 ag-2 -7, MITF TRPM1 inh 0, TROY signal inh 19, TRAIL sens C8 1, CF NFkB block 3, TWEAK Fn14 block -39, HIF-2a block -4 and KKLEB cytotox -4.
`CC1CCCCN1C(=O)c1ccc(C(=O)Nc2ccc(F)cc2)cc1` (stereo not drawn) gave Shn3 3UTR inh 8, NR2E3 ag-1 1, Peg3 prom inh 10, NR2E3 ag-2 4, MITF TRPM1 inh -10, TROY signal inh -11, TRAIL sens C8 7, CF NFkB block 34, TWEAK Fn14 block 9, HIF-2a block -5 and KKLEB cytotox -13.
`CCc1ccc(NC(=O)NC2CCCCCCC2)cc1` gave Shn3 3UTR inh -80, Peg3 prom inh -416, NR2E3 ag-2 -98, MITF TRPM1 inh -95, TROY signal inh -50, TRAIL sens C8 15, CF NFkB block 0, TWEAK Fn14 block -42, HIF-2a block -252 and KKLEB cytotox -1.
Screening CN1CCN(Cc2nc3ccccc3c(=O)n2Cc2nc(-c3cccc([N+](=O)[O-])c3)cs2)CC1 returned Shn3 3UTR inh 18, Peg3 prom inh 50*, NR2E3 ag-2 -29, MITF TRPM1 inh 29, TROY signal inh 15, TRAIL sens C8 21, CF NFkB block -13, TWEAK Fn14 block 11, HIF-2a block -14 and KKLEB cytotox -7.
COc1ccc(NS(=O)(=O)c2cc(NC(=O)C3CCCCC3)ccc2N2CCOCC2)cc1 was read as Shn3 3UTR inh 17, NR2E3 ag-1 0, Peg3 prom inh 21, NR2E3 ag-2 -11, MITF TRPM1 inh 4, TROY signal inh -4, TRAIL sens C8 -3, CF NFkB block -6, TWEAK Fn14 block 10, HIF-2a block 14 and KKLEB cytotox -1.
Cc1ccc(CCN2CC(C(=O)NCCN3CCCCCC3)CC2=O)cc1 (stereo not drawn) was read as Shn3 3UTR inh 4, NR2E3 ag-1 2, Peg3 prom inh -11, NR2E3 ag-2 -3, MITF TRPM1 inh -1, TROY signal inh -4, TRAIL sens C8 -6, CF NFkB block -1, TWEAK Fn14 block 6, HIF-2a block 14 and KKLEB cytotox -16.
`COc1ccc(OC)c(-c2nnc3n2N=C(c2ccc(OC)c(OCC4CC4)c2)CS3)c1` gave Shn3 3UTR inh 6, Peg3 prom inh 33, NR2E3 ag-2 -22, MITF TRPM1 inh 65*, TROY signal inh 48, TRAIL sens C8 -10, CF NFkB block 60*, TWEAK Fn14 block 17, HIF-2a block 29 and KKLEB cytotox 7.
For CC(C)c1csc(CN2CCN(Cc3ccc(F)c(F)c3)C(CCO)C2)n1 (stereo not drawn) the results were Shn3 3UTR inh 8, NR2E3 ag-1 1, Peg3 prom inh 24, NR2E3 ag-2 -30, MITF TRPM1 inh 8, TROY signal inh 9, TRAIL sens C8 -24, CF NFkB block -9, TWEAK Fn14 block 7, HIF-2a block 10 and KKLEB cytotox -4.
Screening COc1ccc(CCNC(=O)c2[nH]c(C)c(C(C)=O)c2C)cc1 returned NR2E3 ag-1 1, Peg3 prom inh 12, NR2E3 ag-2 -19, MITF TRPM1 inh 11, TROY signal inh -14, TRAIL sens C8 -3, CF NFkB block -8, TWEAK Fn14 block -4, HIF-2a block 10 and KKLEB cytotox 1.
For O=C1N=c2ccccc2=C1c1sc(=S)n(-c2ccc(O)cc2)c1O the results were Shn3 3UTR inh -2, NR2E3 ag-1 0, Peg3 prom inh 20, NR2E3 ag-2 -5, MITF TRPM1 inh 19, TROY signal inh 29, TRAIL sens C8 0, CF NFkB block 21, TWEAK Fn14 block 21, HIF-2a block 20 and KKLEB cytotox -16.
Cc1c(C(=O)/C=C/N(C)C)nnn1-c1ccc(Cl)cc1Cl was read as Shn3 3UTR inh -8, NR2E3 ag-1 -3, Peg3 prom inh -24, NR2E3 ag-2 -5, MITF TRPM1 inh -16, TROY signal inh 1, TRAIL sens C8 -17, CF NFkB block 1, TWEAK Fn14 block 4, HIF-2a block -11 and KKLEB cytotox 12.
For O=C(COC(=O)C1COc2ccccc2O1)Nc1cccc(Cl)c1 (stereo not drawn) the results were Shn3 3UTR inh 8, NR2E3 ag-1 2, Peg3 prom inh 2, NR2E3 ag-2 -30, MITF TRPM1 inh 3, TROY signal inh -13, TRAIL sens C8 -4, CF NFkB block -14, TWEAK Fn14 block 7, HIF-2a block 6 and KKLEB cytotox -31.
Screening COc1ccc(C(=O)NC2CCN(CC(=O)Nc3cccc(OC)c3)CC2)cc1 returned Shn3 3UTR inh 8, NR2E3 ag-1 2, Peg3 prom inh 7, NR2E3 ag-2 5, MITF TRPM1 inh 14, TROY signal inh -9, TRAIL sens C8 -12, CF NFkB block 11, TWEAK Fn14 block 12, HIF-2a block 4 and KKLEB cytotox -12.
`CCCn1c2ccccc2c2nnc(SC(CC)C(=O)Nc3sc4c(c3C#N)CCCC4)nc21` (stereo not drawn) gave Shn3 3UTR inh 40, NR2E3 ag-1 -1, Peg3 prom inh 23, NR2E3 ag-2 -18, MITF TRPM1 inh 1, TROY signal inh -6, TRAIL sens C8 -15, CF NFkB block 10, TWEAK Fn14 block -7, HIF-2a block 9 and KKLEB cytotox -14.
COC(=O)c1ccc(CN2CCC(CO)(Cc3ccccc3Cl)CC2)cc1 was read as Shn3 3UTR inh 19, NR2E3 ag-1 4, Peg3 prom inh 24, NR2E3 ag-2 4, MITF TRPM1 inh -4, TROY signal inh 15, TRAIL sens C8 6, CF NFkB block -24, TWEAK Fn14 block -2, HIF-2a block 20 and KKLEB cytotox 3.
`Cc1ccc(C(=O)C[n+]2ccccc2C)cc1[N+](=O)[O-]` gave Shn3 3UTR inh 5, NR2E3 ag-1 -2, Peg3 prom inh 14, NR2E3 ag-2 4, MITF TRPM1 inh 6, TROY signal inh 14, TRAIL sens C8 6, CF NFkB block -1, TWEAK Fn14 block -8, HIF-2a block -3 and KKLEB cytotox 1.

Part of the list above in order of formula weight, high to low:
Screening CN1CCN(Cc2nc3ccccc3c(=O)n2Cc2nc(-c3cccc([N+](=O)[O-])c3)cs2)CC1 returned Shn3 3UTR inh 18, Peg3 prom inh 50*, NR2E3 ag-2 -29, MITF TRPM1 inh 29, TROY signal inh 15, TRAIL sens C8 21, CF NFkB block -13, TWEAK Fn14 block 11, HIF-2a block -14 and KKLEB cytotox -7.
Screening COc1ccc(C(=O)NC2CCN(CC(=O)Nc3cccc(OC)c3)CC2)cc1 returned Shn3 3UTR inh 8, NR2E3 ag-1 2, Peg3 prom inh 7, NR2E3 ag-2 5, MITF TRPM1 inh 14, TROY signal inh -9, TRAIL sens C8 -12, CF NFkB block 11, TWEAK Fn14 block 12, HIF-2a block 4 and KKLEB cytotox -12.
`CNS(=O)(=O)c1cnccc1N1CCN(c2cccc(C)c2)CC1` gave Shn3 3UTR inh -10, NR2E3 ag-1 2, Peg3 prom inh 12, NR2E3 ag-2 -16, MITF TRPM1 inh -3, TROY signal inh -16, TRAIL sens C8 -17, CF NFkB block 1, TWEAK Fn14 block -10, HIF-2a block 8 and KKLEB cytotox 1.
Screening CCOC(=O)c1oc2nc3c(cc2c1N)CCCC3 returned Shn3 3UTR inh -36, NR2E3 ag-1 0, Peg3 prom inh -76, NR2E3 ag-2 -33, TROY signal inh 1, TRAIL sens C8 -1, CF NFkB block -2, TWEAK Fn14 block 5, HIF-2a block -9 and KKLEB cytotox 6.

Next records
For CCc1cccc(NC(=O)NC2CCCCC2)c1 the results were Shn3 3UTR inh -12, NR2E3 ag-1 1, Peg3 prom inh -64, NR2E3 ag-2 17, MITF TRPM1 inh -13, TROY signal inh -51, TRAIL sens C8 2, CF NFkB block 6, TWEAK Fn14 block -12, HIF-2a block -127 and KKLEB cytotox 2.
`O=C(NCCc1ccc(Cl)cc1)c1cc(=O)[nH]c2ccccc12` gave Shn3 3UTR inh -12, NR2E3 ag-1 3, Peg3 prom inh -1, NR2E3 ag-2 -3, MITF TRPM1 inh -4, TROY signal inh -1, TRAIL sens C8 -18, CF NFkB block 22, TWEAK Fn14 block 18, HIF-2a block 10 and KKLEB cytotox -20.
Screening O=S(=O)(Cc1ccccc1)N1CCCCCC1 returned Shn3 3UTR inh 8, NR2E3 ag-1 0, Peg3 prom inh -3, NR2E3 ag-2 13, MITF TRPM1 inh 2, TROY signal inh 12, TRAIL sens C8 5, CF NFkB block -1, TWEAK Fn14 block 13, HIF-2a block -12 and KKLEB cytotox -22.
`CCN1CCSc2ccc(C(=O)NCc3cccc(F)c3)cc21` gave Shn3 3UTR inh 5, NR2E3 ag-1 1, Peg3 prom inh -7, NR2E3 ag-2 17, MITF TRPM1 inh 4, TROY signal inh 6, TRAIL sens C8 -10, CF NFkB block -7, TWEAK Fn14 block 3, HIF-2a block -2 and KKLEB cytotox -1.
`CC(CC(=O)OCC(=O)NCc1ccc(Cl)cc1)c1ccccc1` (stereo not drawn) gave Shn3 3UTR inh 11, NR2E3 ag-1 -1, Peg3 prom inh 12, NR2E3 ag-2 -28, TROY signal inh -2, TRAIL sens C8 7, CF NFkB block -30, TWEAK Fn14 block -6, HIF-2a block 8 and KKLEB cytotox 13.
